DTT redox prof: compounds producing H2O2 with reducing agent – biochemical, NIH compound library profiling, artefact control for MLSCN library redox annotation, primary screen; DTT-dependent redox cycling H2O2, phenol red/HRP absorbance; 100% = 100 µM peroxide control, 0% = buffer; activation, % at 10 µM; 0.03% of 200,000 active; AID 878, 2007;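 active means activation of at least 50% relative to the plate's high and low controls in the primary single-dose screen; inactive means activation below 50%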;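 further: compound incubated with DTT at 0.8 mM final as the reducing agent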
PPARg SRC1 recr: PPARgamma agonists recruiting SRC-1 coactivator, primary screen, biochemical; Peroxisome proliferator-activated receptor gamma (Homo sapiens), P37231; PPARgamma-SRC-1 coactivator recruitment biochemical assay; activation, % at 8 µM; 0.41% of 200,000 active; AID 631, 2007; in the data active means activation above about 19%;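 further: 0% = DMSO and 100% = reference agonist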
Target sequence (P37231 whole entry, looked up): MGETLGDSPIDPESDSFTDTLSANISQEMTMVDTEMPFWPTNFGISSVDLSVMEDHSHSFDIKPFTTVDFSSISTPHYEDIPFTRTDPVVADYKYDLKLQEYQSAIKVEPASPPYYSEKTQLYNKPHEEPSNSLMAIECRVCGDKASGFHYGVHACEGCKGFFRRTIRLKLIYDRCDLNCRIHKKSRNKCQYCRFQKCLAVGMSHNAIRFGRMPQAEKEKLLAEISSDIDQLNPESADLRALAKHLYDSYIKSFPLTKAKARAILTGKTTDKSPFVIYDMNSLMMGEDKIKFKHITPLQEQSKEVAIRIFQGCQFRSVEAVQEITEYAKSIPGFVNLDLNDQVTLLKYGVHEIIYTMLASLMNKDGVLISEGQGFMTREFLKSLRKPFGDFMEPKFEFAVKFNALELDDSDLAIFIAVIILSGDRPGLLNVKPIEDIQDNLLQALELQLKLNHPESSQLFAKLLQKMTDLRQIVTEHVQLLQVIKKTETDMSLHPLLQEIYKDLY
TLR4-MyD88 BLA: inhibitors of TLR4-MyD88 association in cells, primary screen, cell-based, HeLa CL3-4, BLA complementation, FRET ratio; HeLa CL3-4 TLR4/MyD88 BLA complementation; inhibition, % at 8.4 µM; 0.18% of 200,000 active; AID 861, 2007; in the data active means inhibition above about 25%;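 further: 0% = vehicle and 100% = reference inhibitor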
PPARg SRC-3 ag: PPARgamma agonists recruiting SRC-3 coactivator, primary screen, biochemical | Peroxisome proliferator-activated receptor gamma (Homo sapiens), P37231 | 0.26% of 200,000 active | biochemical PPARgamma/SRC-3 coactivator recruitment assay | activation, % at 8 µM | AID 731, 2007; in the data active means activation above about 23%;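 further: 0% = DMSO and 100% = reference agonist; some compounds past the cut are filed as inactive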
TR-FRET SRC-2 ct: TR-FRET signal artefacts, primary screen, artefact control for PPARgamma SRC-2 agonist project, biochemical | TR-FRET artefact counter-screen; active compounds read high | TR-FRET ratio at 8 µM | 0.4% of 200,000 active | AID 1049, 2008; in the data active means TR-FRET ratio above about 2000; further: inactives centre near 1500
PPARg SRC-2 ag: agonists of PPARg-SRC-2 recruitment, primary screen, biochemical, HTS; AID 1032, 2008; activation, % at 8 µM; PPARgamma LBD-SRC-2 recruitment; Peroxisome proliferator-activated receptor gamma (Homo sapiens), P37231; 0.34% of 200,000 active; in the data active means activation above about 22%;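 further: 0% = vehicle and 100% = reference agonist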
ROMK mod: ROMK potassium channel modulators, primary screen, cell-based, thallium flux, MLSMR library; ATP-sensitive inward rectifier potassium channel 1 (Homo sapiens), P48048; Tet-inducible ROMK, thallium flux fluorescence; actives lie on both sides; B-score at 10 µM; 2% of 130,000 active; AID 1918, 2009;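 active means signal ratio slope over the read window, or its plate-corrected B-score, at least 3 SD from the plate mean, either direction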;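 further: B-score of the F/F0 ratio slope over 7 to 12 s after thallium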
S1P3 antagonist: S1P3 receptor antagonists, primary screen, cell-based. Sphingosine 1-phosphate receptor 3 (Homo sapiens), Q99500. CHO S1P3 NFAT-BLA reporter, FRET fluorescence, antagonist mode. inhibition, % at 4.98 µM. 0.27% of 170,000 active. AID 485, 2006;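 active means inhibition above the plate cutoff, the mean inhibition of test wells on that plate plus 3 SD, cut at about 28% in these data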;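 further: cells challenged with S1P at its EC80 of 0.8 µM; blue over green emission ratio from cleaved BLA substrate after 4 h stimulation; 0% = S1P-stimulated wells and 100% = unstimulated DMSO-only wells; some compounds past the cut are filed as inactive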
Target sequence (Q99500 whole entry, looked up): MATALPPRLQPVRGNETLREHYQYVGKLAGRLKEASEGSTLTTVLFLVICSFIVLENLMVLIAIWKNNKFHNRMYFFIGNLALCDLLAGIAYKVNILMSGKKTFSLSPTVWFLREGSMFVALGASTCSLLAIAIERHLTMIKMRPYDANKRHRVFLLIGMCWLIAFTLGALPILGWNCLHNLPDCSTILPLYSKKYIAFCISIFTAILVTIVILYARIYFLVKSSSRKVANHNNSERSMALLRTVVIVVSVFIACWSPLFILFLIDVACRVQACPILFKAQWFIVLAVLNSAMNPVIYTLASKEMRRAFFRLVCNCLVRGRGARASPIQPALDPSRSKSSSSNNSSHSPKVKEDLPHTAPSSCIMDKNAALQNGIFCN
bIAP act: bovine intestinal alkaline phosphatase activators, primary screen, biochemical, bovine IAP, CDP-star luminescence; alkaline phosphatase, intestinal [Bos taurus]; purified bovine IAP, 30 min; active compounds read high; fold of DMSO-control signal, blank-subtracted; activation factor at 20 µM; 0.17% of 200,000 active; AID 1016, 2008;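 active means activation factor of 2 or more at 20 µM, a signal rise over negative controls twice the positive control's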
L major viab: Leishmania major promastigote growth inhibition, primary screen; Leishmania major promastigotes, resazurin fluorescence viability; AID 1063, 2008; inhibition, % at 10 µM; 9% of 200,000 active; in the data active means inhibition above about 50%;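 further: promastigotes grown with compound for 44 hours at 28 °C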
bIAP inhibitor: bovine intestinal alkaline phosphatase inhibitors, primary screen, selectivity assay for TNAP inhibitor project, biochemical, bovine IAP, CDP-star luminescence; purified bovine IAP, 30 min; inhibition, % at 20 µM; 190,000 tested, under 10 active;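 active means over 50% inhibition of intestinal alkaline phosphatase at 20 µM in the single-dose screen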
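Assay system: bovine IAP enzyme; medium: DEA buffer 100 mM, pH 9.8, with MgCl2 1.0 mM, ZnCl2 0.02 mM; doses: 20 µM single dose; incubation: enzyme reaction for 30 min at room temperature; detection: CDP-star luminescence signal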
* = called active by the depositor; · = no result given. Only part of the results is shown; rates above refer to the full screens.

Compound | DTT redox prof | PPARg SRC1 recr | TLR4-MyD88 BLA | PPARg SRC-3 ag | TR-FRET SRC-2 ct | PPARg SRC-2 ag | ROMK mod | S1P3 antagonist | bIAP act | L major viab | bIAP inhibitor
COc1ccccc1C(=O)C1CCCN(Cc2cnc(C)s2)C1 (centres undefined) | 0.0 | -6 | -8 | 0 | 1514 | 5 | -0.34 | -14 | 1 | 5 | -1
CCC(C)/C=C(C)/C=C/C1=CC2=C(Cl)C(=O)C(C)(OC(C)=O)C(=O)C2=CO1 (centres undefined) | 0.1 | 5 | -6 | 1 | 1719 | 3 | · | -7 | 0.9 | -2 | 14
Cc1oc2ccc(OC(=O)N(C)C)cc2c1C(=O)OC(C)C | 1.9 | 4 | 3 | -13 | 1299 | 8 | · | -45 | 1 | 7 | -3
CCOP(=S)(OCC)c1ccc(N(C)C)cc1 | -3.4 | 0 | 4 | 0 | 1559 | 4 | · | · | 0.9 | -2 | 12
Cc1ccsc1C(=O)C1CCCN(Cc2cc3ccccc3o2)C1 (centres undefined) | -0.1 | 1 | 2 | 10 | 1536 | 9 | 0.19 | -3 | 1 | 2 | -1
O=C(O)CCCc1ccc(N(CCCl)CCCl)cc1 | 0.2 | 10 | 1 | 5 | 1788 | 1 | · | -8 | 0.9 | -8 | 10
CCN1CCN(c2ccc(NC(=O)C(C)C)cc2Cl)CC1 | 0.2 | 4 | 8 | 14 | 1676 | -1 | · | · | 0.9 | -2 | 6
Cc1ccc(/C=C2/C(=O)NC(=O)N(CCc3ccc(F)cc3)C2=O)s1 | 0.0 | -1 | 11 | 1 | 1565 | -10 | · | 5 | 1 | 24 | 3
COP(=O)(OC)C(O)C(Cl)(Cl)Cl (centres undefined) | 0.6 | 2 | -2 | 2 | 1560 | 3 | · | -15 | 0.9 | -7 | 10
CNC(=S)N1CC2CC(C1)c1cccc(=O)n1C2 (centres undefined) | -2.2 | 1 | 8 | 0 | 1550 | 14 | -0.054 | -14 | 1 | -2 | 1
CN1C2CCC1/C(=C/c1ccccn1)C(=O)/C2=C\c1ccccn1 | 0.2 | 0 | -2 | -1 | 1463 | 10 | -3.8* | 26 | 1 | 100* | 1
O=C(O)[C@H]1C[C@@H]1[C@H](NP(=O)(c1ccccc1)c1ccccc1)c1ccccc1 | -0.6 | 10 | -11 | -1 | 1508 | 8 | 0.078 | -16 | 0.9 | 1 | 10
COc1ccc(CCNCc2ccncc2)cc1OC | 0.3 | 8 | -12 | -5 | 1758 | -1 | 1.3 | · | 1 | 51* | -2
COc1ccccc1N=Cc1c(O)n(C)c(=O)n(C)c1=O | 0.5 | -6 | -10 | -8 | 1352 | 8 | 2 | -2 | 0.9 | -1 | 7
CCOC(=O)[C@@]12C(=O)C(=O)N[C@]1(c1ccccc1)C1OCCCC12 (some centres undefined) | -0.2 | 5 | 4 | 1 | 1688 | 0 | -0.66 | -9 | 1.1 | -4 | -13
CN1CCN(Cc2cc(C(C)(C)C)c(O)c(C(C)(C)C)c2)CC1 | -0.7 | 3 | -2 | 2 | 1561 | 6 | -0.29 | · | 1 | 3 | -4
Cc1cc(C)n2nc(SC(C)C(=O)N3CCC4(CC3)OCCO4)nc2n1 (centres undefined) | 2.3 | 0 | -8 | -16 | 1493 | -11 | 0.59 | -8 | 1 | -3 | 4
N#Cc1cc2c(nc1SCC(=O)Nc1cc(Cl)ccc1Cl)C1CCN2CC1 | -0.3 | -2 | -31 | 5 | 1644 | 10 | · | · | 0.8 | 32 | 18
CCC(C)n1c(O)c(/C=N/NC(=O)c2ccncc2)c(=O)[nH]c1=S (centres undefined) | 0.1 | -5 | 2 | 1 | 1615 | -4 | 0.19 | 2 | 0.8 | 100* | 17
CC1CN(C)C(C)(C)CC1(O)c1ccccc1 (centres undefined) | 0.0 | 1 | 0 | -4 | 1536 | 2 | -0.75 | · | 1 | 57* | -3

Looked up one by one from above:
Compound | DTT redox prof | PPARg SRC1 recr | TLR4-MyD88 BLA | PPARg SRC-3 ag | TR-FRET SRC-2 ct | PPARg SRC-2 ag | ROMK mod | S1P3 antagonist | bIAP act | L major viab | bIAP inhibitor
COc1ccccc1N=Cc1c(O)n(C)c(=O)n(C)c1=O | 0.5 | -6 | -10 | -8 | 1352 | 8 | 2 | -2 | 0.9 | -1 | 7
Cc1cc(C)n2nc(SC(C)C(=O)N3CCC4(CC3)OCCO4)nc2n1 (centres undefined) | 2.3 | 0 | -8 | -16 | 1493 | -11 | 0.59 | -8 | 1 | -3 | 4

In the list so far, two contain an aryl thioether with sulfur outside any ring:
Compound | DTT redox prof | PPARg SRC1 recr | TLR4-MyD88 BLA | PPARg SRC-3 ag | TR-FRET SRC-2 ct | PPARg SRC-2 ag | ROMK mod | S1P3 antagonist | bIAP act | L major viab | bIAP inhibitor
Cc1cc(C)n2nc(SC(C)C(=O)N3CCC4(CC3)OCCO4)nc2n1 (centres undefined) | 2.3 | 0 | -8 | -16 | 1493 | -11 | 0.59 | -8 | 1 | -3 | 4
N#Cc1cc2c(nc1SCC(=O)Nc1cc(Cl)ccc1Cl)C1CCN2CC1 | -0.3 | -2 | -31 | 5 | 1644 | 10 | · | · | 0.8 | 32 | 18

Further results:
Compound | DTT redox prof | PPARg SRC1 recr | TLR4-MyD88 BLA | PPARg SRC-3 ag | TR-FRET SRC-2 ct | PPARg SRC-2 ag | ROMK mod | S1P3 antagonist | bIAP act | L major viab | bIAP inhibitor
CN1CCN(Cc2nnc3n2-c2ccc(Cl)cc2C(c2ccccc2)=NC3)CC1 | 0.1 | -3 | 1 | 1 | 1635 | -14 | · | -10 | 1 | -5 | 2
CCOc1ccc(-n2c(O)c(N=Nc3ccc([N+](=O)[O-])cc3)c(=O)[nH]c2=O)cc1 | -0.5 | 1 | 7 | -2 | 1510 | -2 | 0.76 | -7 | 1 | -2 | 2
Cc1cccc2c1=NC(=O)/C(=C/c1c(O)[nH]c(=O)[nH]c1=O)C=2 | 0.0 | 8 | 11 | 0 | 1618 | 10 | 0.31 | 0 | 1.1 | -1 | -11
CCOC(=O)Cn1cc(C(=O)c2ccccc2F)c2ccccc21 | -0.2 | 4 | -2 | 11 | 1640 | 4 | · | · | 0.9 | 1 | 6
COC(=O)C(O)(c1cn(C)c2ccccc12)C(F)(F)F (centres undefined) | -3.5 | 4 | -23 | 10 | 1621 | 8 | · | 5 | 1 | 2 | -2
CCOC(=O)c1c(C)n(Cc2ccccc2)c2ccc(O)cc12 | -0.4 | 6 | -18 | 2 | 1627 | 10 | -0.086 | 3 | 1 | -1 | -2
CN1CCN(c2ccc(NC(=O)Oc3ccccc3)cc2)CC1 | -0.3 | 4 | 7 | -7 | 1378 | 3 | -0.011 | · | 0.9 | 9 | 6
O=C(NC[P+](=O)O)OCc1ccccc1 | 0.0 | 3 | 11 | -3 | 1543 | 1 | 0.98 | -28 | 1 | -8 | 3
OC1(c2cccnc2)CC2CCC(C1)N2Cc1nnnn1Cc1ccccc1 (centres undefined) | -0.1 | 1 | -3 | -6 | 1453 | -1 | · | -31 | 1 | 1 | -3
CCOc1ccc(NC(=O)C2C3c4ccccc4C(c4ccccc43)C2C(=O)O)cc1 (centres undefined) | -0.7 | 12 | -1 | 8 | 1648 | 11 | 0.45 | -14 | 1 | -10 | 1
Cn1c(O)c(/C=N/c2ccccn2)c(=O)n(C)c1=O | -0.7 | 2 | 3 | 2 | 1484 | 6 | 0.67 | · | 1 | -4 | 4
O=C(COc1ccc(Br)cc1)N1CCN(Cc2ccncc2)CC1 | -1.8 | 3 | -4 | 3 | 1514 | 5 | · | -49 | 0.9 | 1 | 7
O=C(Cn1cnc2ccccc2c1=O)NCC(=O)N1CCC2(CC1)OCCO2 | 1.7 | 2 | 4 | -1 | 1458 | 2 | · | 22 | 0.9 | -1 | 13
Cc1ccc(OP(=O)(NC(C)c2ccccc2)Oc2ccc(C)cc2)cc1 (centres undefined) | -0.3 | -9 | -15 | 6 | 1556 | 2 | 0.092 | -8 | 1 | 1 | 1
CCN(CC)c1ccc([N+](=O)[O-])c2cccnc12 | -0.3 | 7 | -6 | 5 | 1690 | 6 | -0.049 | -25 | 0.7 | 10 | 27
O=[N+]([O-])c1ccc(N2CCCC2)cc1N/N=C1\CN2CCC1CC2 | -0.5 | 4 | 6 | -2 | 1635 | 7 | -0.86 | -10 | 1 | 27 | 2
C=CCc1cc(C=C2C(=O)N(C)C(=O)N(C)C2=O)cc(OCC)c1OCc1ccccc1 | -0.7 | 13 | -16 | 5 | 1719 | 13 | -0.3 | 10 | 1.1 | 35 | -10
O=C1NC(=O)C(CCc2ccncc2)(CCc2ccccn2)C(=O)N1c1ccc(Br)cc1 (centres undefined) | 0.2 | -3 | -5 | 8 | 1683 | 11 | -0.19 | 3 | 1 | -3 | -4
COCCCN=Cc1c(O)[nH]c(=S)[nH]c1=O | 0.1 | 3 | 4 | 7 | 1621 | 7 | · | -25 | 0.8 | -7 | 17
Nc1ccnn1C1CCNCC1 | 2.8 | -5 | -4 | 9 | 1442 | 2 | -0.46 | -5 | 0.9 | 9 | 13

Whole records, quoted from the list:
O=C(NC[P+](=O)O)OCc1ccccc1 is listed as DTT redox prof = 0.0; PPARg SRC1 recr = 3; TLR4-MyD88 BLA = 11; PPARg SRC-3 ag = -3; TR-FRET SRC-2 ct = 1543; PPARg SRC-2 ag = 1; ROMK mod = 0.98; S1P3 antagonist = -28; bIAP act = 1; L major viab = -8; bIAP inhibitor = 3
Cn1c(O)c(/C=N/c2ccccn2)c(=O)n(C)c1=O is listed as DTT redox prof = -0.7; PPARg SRC1 recr = 2; TLR4-MyD88 BLA = 3; PPARg SRC-3 ag = 2; TR-FRET SRC-2 ct = 1484; PPARg SRC-2 ag = 6; ROMK mod = 0.67; S1P3 antagonist = ·; bIAP act = 1; L major viab = -4; bIAP inhibitor = 4

More structures follow:
Compound | DTT redox prof | PPARg SRC1 recr | TLR4-MyD88 BLA | PPARg SRC-3 ag | TR-FRET SRC-2 ct | PPARg SRC-2 ag | ROMK mod | S1P3 antagonist | bIAP act | L major viab | bIAP inhibitor
CCOC(=O)c1nsnc1NCCCl | -0.1 | 3 | -6 | 0 | 1629 | 0 | -0.61 | -5 | 1 | -9 | 1
CC(C)N1CCN(Cc2ccccc2C(F)(F)F)CC1CCO (centres undefined) | 0.7 | 1 | -13 | 2 | 1618 | -1 | -0.69 | -13 | 1 | -3 | 4
CCCCn1c(N)c(C(=O)NCc2cccs2)c2nc3ccccc3nc21 | -3.2 | 4 | -33 | 14 | 1465 | 9 | · | · | 1.3 | 9 | -32
O=c1c2ccccc2nc(Cc2ccccc2)n1-c1cccc(O)c1 | -0.2 | 18 | 1 | 4 | 1624 | 2 | 0.27 | -29 | 1.1 | -2 | -11

Assay outcomes deposited in PubChem BioAssay by several laboratories.
